Screens from PubChem BioAssay.
E-sel inducer: E-selectin induction in HUVECs, primary screen, imaging, HUVEC, immunofluorescence imaging, single point; 260,000 tested, 0.37% active; P16581; normalized: neutral wells 0, TNF-alpha wells 100; activation, % at 7.58 µM;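 active = mean E-selectin-positive cell signal at least 10% of the positive control, reached in at least 60% of replicates, without over 20% cell loss; inconclusive = no rule given, readout overlaps actives, possibly toxicity-flagged; inactive = the rest, including those meeting only one limit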;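 also: in these data hits start at about 27%; measured in HUVEC primary endothelial cells; signal is the percent of cells scored E-selectin positive by PE staining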
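Assay system: HUVEC, human umbilical vein endothelial cells / Amount: 3,000 HUVEC/well / Controls: TNF-alpha positive control, DMSO neutral control / Compound dosing: single concentration / Medium: EGM-2 over gelatin coat / Evaluation: percent E-selectin-positive cells / Signal: immunofluorescence imaging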
RAD54 inh: inhibitors of human RAD54 branch migration, primary screen, biochemical, fluorescence, single point. AID 602329, 2012. 360,000 tested, 0.14% active. RAD54 Holliday junction branch migration, FAM/BHQ fluorescence. DNA repair and recombination protein RAD54-like (Homo sapiens), Q92698. inhibition, % at 10.4 µM;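 active = mean normalized replicate activity at least 40 and at least half of replicates scoring 40 or more; inconclusive = only one of the two criteria met; inactive = mean below 40 and under half of replicates reaching 40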;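 also: 0% = median of neutral control wells and 100% = median of positive control wells; inhibitors cause a drop in the FAM fluorescence signal; in these data hits start at about 50%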
GSIS activator: GLuc luminescence reporter in INS-1E cells, primary screen for activators of glucose-dependent secretion of insulin; INS-1E GLuc reporter insulin secretion, 2-3 h; activation, % at 16.6 µM; 370,000 tested, 0.61% active;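 active = lowest replicate activation of at least 40%, so every replicate reaches that level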;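 also: 0% = median of neutral control wells and 100% = median of IBMX positive control wells; some compounds called inactive have numbers as strong as hits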
Xi reactivation: activators of inactive X chromosome reactivation, primary screen, imaging, XiGFP fibroblasts, GFP high-content imaging, set 2. XiGFP mouse fibroblasts, % GFP-positive cells imaging, 3 d; cells co-treated with 5-aza-dC sensitizer; scaled so ellipticine positive control = 100%. activation, % at 7.58 µM. 360,000 tested, 0.055% active;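 active = mean normalized replicate activation at least 10% and every replicate at or above 10%; inconclusive = only one of the two criteria met; inactive = mean below 10% and not all replicates reach 10%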;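 also: 0% = median of on-plate neutral control wells and 100% = ellipticine 6 µM median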
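Assay system – SV40-immortalized XiGFP fibroblast cells, line 68-5-11 · Buffer or medium – DMEM supplemented with 5-aza-dC as sensitizing agent · Dosing – one concentration, pinned · Benchmarks – positive control ellipticine, 6 µM final · Times – 3 days compound exposure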
DENV2 CPE rescue: inhibitors of DENV2 cytopathic effect, primary screen, cell-based, plate reader, single concentration; DENV2-infected cells, cytopathic effect rescue; 350,000 tested, 1.7% active; CPE inhibition, % at 9.99 µM; in the data active = CPE inhibition above about 20%, passing the limit was not always enough; inconclusive = no clear call, values can overlap the other calls; tested in BHK-21 cells;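 also: 0% = median of neutral control wells and 100% = median of positive control wells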
F508del corr: F508del CFTR correction, initial screen, CFBE line, single point; 350,000 tested, 0.36% active; activity (quench increase), % at 7.58 µM; CFBE cells, YFP halide quenching; stimulated with forskolin plus potentiator P3; % fluorescence drop versus neutral controls;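 active = mean added fluorescence quench of at least 8% versus neutral control, with both replicates also reaching 8%; inconclusive = only one of the mean or replicate conditions met; inactive = mean below 8% and not both replicates reaching 8%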;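 also: cells transiently co-express mutant CFTR-F508del with the halide-sensitive YFP; corrector assay measuring rescue of mutant channel to the surface after 24 h compound exposure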
RAD52 anneal inh: RAD52 DNA annealing inhibitors, primary screen, biochemical, FRET, single point, set 2. 360,000 tested, 0.46% active. inhibition, % at 18.7 µM. recombinant RAD52 DNA annealing, FRET fluorescence. AID 651710, 2012;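 active = every replicate showing at least 50% inhibition; inconclusive = mean inhibition at least 50% but not in every replicate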
Target sequence (P43351 whole entry, looked up): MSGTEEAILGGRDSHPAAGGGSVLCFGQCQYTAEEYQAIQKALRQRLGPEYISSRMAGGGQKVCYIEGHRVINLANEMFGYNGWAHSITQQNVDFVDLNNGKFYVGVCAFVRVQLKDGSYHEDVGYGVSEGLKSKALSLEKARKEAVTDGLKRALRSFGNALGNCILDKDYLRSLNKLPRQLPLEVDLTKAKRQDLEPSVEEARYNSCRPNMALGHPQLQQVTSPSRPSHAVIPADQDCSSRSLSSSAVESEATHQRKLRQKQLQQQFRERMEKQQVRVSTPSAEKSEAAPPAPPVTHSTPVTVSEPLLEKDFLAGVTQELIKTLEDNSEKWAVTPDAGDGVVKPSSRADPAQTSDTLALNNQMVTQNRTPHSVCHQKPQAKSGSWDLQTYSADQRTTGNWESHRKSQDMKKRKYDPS
Casp6 inh: human caspase-6 inhibitors, primary screen, biochemical, VEID-R110 fluorescence, single point, set 2; inhibition, % at 12.5 µM; purified caspase-6, Z-VEID-R110 cleavage fluorescence; 350,000 tested, 0.53% active; P55212;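 active = mean inhibition across replicates at least about 35%, with every replicate also reaching that limit, limit read from the data; inconclusive = only one of the two criteria met; inactive = neither criterion met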;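 also: 0% = median of neutral control wells and 100% = no fluorescence left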
Target sequence (P55212 24-179 limits assumed): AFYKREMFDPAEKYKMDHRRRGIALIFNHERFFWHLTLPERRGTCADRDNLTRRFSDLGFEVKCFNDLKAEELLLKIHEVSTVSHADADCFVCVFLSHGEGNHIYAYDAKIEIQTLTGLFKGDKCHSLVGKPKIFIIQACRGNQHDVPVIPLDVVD
Target sequence (P55212 194-293 limits assumed): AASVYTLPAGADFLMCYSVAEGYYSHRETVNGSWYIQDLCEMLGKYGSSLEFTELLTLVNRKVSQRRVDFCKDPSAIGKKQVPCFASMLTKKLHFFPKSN
An asterisk follows results filed as active; ? = inconclusive; nt = not tested or not shown; & = joins results of further samples.

SMILES | E-sel inducer | RAD54 inh | GSIS activator | Xi reactivation | DENV2 CPE rescue | F508del corr | RAD52 anneal inh | Casp6 inh
N#C[C@@H]1[C@H](c2ccc(C#CC3CCCCC3)cc2)[C@@H](CO)N1C(=O)c1cccc(F)c1 | -0.4 | -18 | 3 | 1.3 | -27 | 0.2 | -32 | 0
CC(C)CCNC(=O)c1ccccc1SCC(=O)NC1CCCCCCC1 | nt | 1 | -40 | 0.2 | 3 | 1.8 | -24 | -1
CCCN(CCC)CCCNC(=O)c1nn(-c2cccc(OC)c2)c(=O)c2ccccc12 | nt | nt | -2 | 0.0 | 8 | -1.4 | -8 | 1
Cc1cc(C(=O)N2C(C)CCCC2C)no1 (stereo not given) | nt | -18 | 15 | 0.1 | 10 | 0.5 | -7 | -1
Fc1ccc(NC(=S)N2CCCN(c3ccc(C(F)(F)F)cn3)CC2)c(F)c1 | -0.2 | -2 | -11 | 0.1 | 6 | -4.0 | -11 | 0
COc1cc([N+](=O)[O-])cc(/C=N\NC(=O)C2COc3ccccc3O2)c1O (stereo not given) | 5.2 | nt | -20 | 0.0 | 19 | -2.1 | -28 | 3
Cc1ccc2nc(Cl)c(/C=N/NC(=O)[C@H]3C[C@@H]3c3ccccc3)cc2c1 | -0.1 | nt | -3 | 0.1 | -5 | -2.5 | -35 | 1
C/C(=N\NC(=O)c1cccnc1)c1c(O)cc(C)oc1=O | nt | -9 | 8 | 0.2 | 3 | -0.2 | -2 | 0
O=C(C[C@@H]1C=C[C@@H](NS(=O)(=O)c2ccccc2)[C@@H](CO)O1)N1CCc2ccccc2C1 | -0.3 | 6 | 17 | -0.3 | -8 | 1.1 | -11 | 2
N#Cc1cccc(CN2CCC(=O)N(CCO)CC2)c1 | -0.1 | 0 | -11 | 0.1 | -2 | -2.6 | -11 | -1
CC(NCc1ccc2c(c1)OCO2)C(=O)NC1CCCCC1 (stereo not given) | nt | nt | -7 | 0.0 | 6 | -4.4 | -13 | nt
Cc1ccc(C(=O)N/C(=C\c2ccccc2)C(=O)NCCCn2ccnc2)cc1 | nt | nt | 8 | 0.0 | 6 | -3.8 | -37 | -21
COc1ccc(-c2cc3c(=O)n(CC(=O)NCCCN4CCN(Cc5ccccc5)CC4)ncn3n2)cc1 | nt | 3 | -14 | 0.0 | 18 | -0.8 | -2 | 40*
C=CCN(C(=O)CCC(=O)Nc1cc(C)on1)C(C(=O)NC1CCCC1)c1ccc(Cl)cc1 (stereo not given) | 0.2 | 0 | -16 | 0.3 | 1 | -1.9 | -15 | 2
Cc1cc(C)n2nc(N)nc2n1 | 0.1 | -11 | nt | 0.0 | 2 | -2.8 | -11 | 2
Cc1nc(NC(=O)CSc2nncs2)c(Cl)cc1Cl | nt | 6 | 2 | -0.2 | -8 | 0.1 | -9 | -3
CCC(C)[C@H](NC(=O)NCc1ccc(S(N)(=O)=O)cc1)C(=O)OC (stereo not given in full) | nt | -3 | -18 | -0.1 | -8 | 7.9 | 5 | -3
O=C(NCc1ccncc1)/C(=C/c1cccc([N+](=O)[O-])c1)NC(=O)c1ccccc1 | nt | -4 | 4 | 0.0 | 4 | 1.5 | -14 | 0
CCCCn1nnnc1SCC(=O)NC1CCCCC1 | -0.2 | -6 | 11 | -0.1 | 8 | 4.4 | 19 | 0
CC(C)NC(=O)N(C)C[C@H]1Oc2c(NC(=O)c3cnccn3)cccc2C(=O)N([C@@H](C)CO)C[C@H]1C | 16 | -1 | 20 | 0.1 | -7 | -1.9 | 4 | 0
Cc1cccc(C)c1NC(=S)NC(=O)c1cccc(Cl)c1 | -0.4 | nt | 2 | 0.3 | 13 | 2.9 | -2 | 0
O=C(NC1CCCCC1)c1cccc2c1C(=O)c1ccc(N3CCCC3)cc1S2(=O)=O | 0.5 | -7 | -13 | 0.0 | nt | -1.6 | -269 | -2
O=C(CSc1nc2ccccc2c(=O)n1CCCN1CCOCC1)NCCc1ccccc1 | nt | 6 | -32 | -0.1 | 4 | 3.1 | 4 | -2
C[C@@H]1CN([C@@H](C)CO)C(=O)c2cc(NS(=O)(=O)c3ccccc3)ccc2O[C@@H](C)CCCCO[C@@H]1CN(C)C(=O)Cc1ccccc1 | -0.4 | -12 | -36 | 0.0 | -11 | -1.4 | 3 | 0
O=C(NN=Cc1ccccc1Cl)c1cccc2ccccc12 | 0.9 | nt | 80* | 0.0 | 10 | -0.8 | -66 | -2
CCOc1ccc(S(=O)(=O)NCCC(=O)NCC(c2cccs2)N(C)C)cc1 (stereo not given) | 0.3 | 1 | 12 | 0.0 | -3 | -1.6 | -3 | -128
CCCC#Cc1cnc2c(c1)C(=O)N([C@H](C)CO)C[C@H](C)[C@H](CN(C)C(=O)c1ccc3c(c1)OCO3)O2 | 0.4 | nt | 8 | -0.2 | -3 | -2.0 | 10 | 1
O=C(Nc1nnc(-c2ccco2)o1)c1ccc(Cl)cc1 | 1.0 | 0 | 1 | 0.0 | nt | 0.7 | -8 | 2
CCN(C(=O)c1c([N+](=O)[O-])cnn1C)c1ccccc1 | -0.2 | -1 | 7 | 0.1 | -11 | -2.0 | -5 | -5
Nc1ccc(-n2nc(C(F)(F)F)cc2C(F)(F)F)cc1 | 0.5 | -6 | 9 | 0.3 | -2 | -3.6 | -7 | -2

In the list so far, these have a nitro group on carbon.
SMILES | E-sel inducer | RAD54 inh | GSIS activator | Xi reactivation | DENV2 CPE rescue | F508del corr | RAD52 anneal inh | Casp6 inh
COc1cc([N+](=O)[O-])cc(/C=N\NC(=O)C2COc3ccccc3O2)c1O (stereo not given) | 5.2 | nt | -20 | 0.0 | 19 | -2.1 | -28 | 3
O=C(NCc1ccncc1)/C(=C/c1cccc([N+](=O)[O-])c1)NC(=O)c1ccccc1 | nt | -4 | 4 | 0.0 | 4 | 1.5 | -14 | 0
CCN(C(=O)c1c([N+](=O)[O-])cnn1C)c1ccccc1 | -0.2 | -1 | 7 | 0.1 | -11 | -2.0 | -5 | -5

Next entries follow:
SMILES | E-sel inducer | RAD54 inh | GSIS activator | Xi reactivation | DENV2 CPE rescue | F508del corr | RAD52 anneal inh | Casp6 inh
Cc1cc(C)c(C(=O)NCC2CCCO2)c(C)c1C(=O)NCC1CCCO1 (stereo not given) | -0.1 | -8 | 0 | 0.3 | 1 | 5.6 | -9 | 2
CC(C)OCC(O)CN1CCN(CCN2C(=O)c3cccc4cccc(c34)C2=O)CC1 (stereo not given) | nt | 79* | 1 | 0.0 | 0 | -0.7 | 93* | -5
CC(C)(C)NC(=O)COc1coc(CN2CCN(Cc3ccccc3)CC2)cc1=O | 0.1 | -3 | 1 | 0.1 | 57* | -0.1 | -14 | 4
O=C(O)C1CCC(Cn2c(SCc3cc(=O)n4cc(Cl)ccc4n3)nc3ccsc3c2=O)CC1 (stereo not given) | 3.5 | nt | nt | -0.1 | -2 | 2.1 | -3 | 0
N=c1c(C(=O)NCC2CCCO2)cc2c(=O)n3ccccc3nc2n1Cc1ccc(F)cc1 (stereo not given) | nt | 15 | -5 | 0.2 | 19 | -2.8 | -14 | -1
Cc1noc(C)c1S(=O)(=O)Nc1ccc2c(c1)CC(=O)N([C@H](C)CO)C[C@@H](C)[C@@H](CN(C)S(C)(=O)=O)O2 | -4.4 | -1 | 22 | 0.1 | -5 | -1.2 | nt | nt
C[C@H]1CN([C@@H](C)CO)C(=O)CCCn2cc(nn2)CO[C@@H]1CN(C)C(=O)OCc1ccccc1 | 2.3 | 5&-7 | -3&5 | -0.4 | 1&-2 | 0.3&-1.4 | -1&-19 | -3&-10
C=CCSc1nc(C)c(CCCC)c(=O)[nH]1 | 5.2 | nt | nt | 0.1 | 0 | 0.6 | -6 | -2
CCNC(=O)C[C@H]1CC[C@@H]2[C@@H](COc3ccc(NC(=O)Nc4ccccc4Cl)cc3C(=O)N2C)O1 | 0.1 | 2 | -2 | 0.2 | ? | -0.4 | -4 | -1
O=C(C[C@H]1C[C@H]2c3cc(NS(=O)(=O)c4ccc(F)cc4)ccc3O[C@H]2[C@H](CO)O1)NCc1ccccc1 | -0.5 | -1 | -17 | 0.5 | -10 | -0.3 | 9 | -2

Sorted by length of the SMILES (largest number first): 6 of the compounds above.
SMILES | E-sel inducer | RAD54 inh | GSIS activator | Xi reactivation | DENV2 CPE rescue | F508del corr | RAD52 anneal inh | Casp6 inh
Cc1noc(C)c1S(=O)(=O)Nc1ccc2c(c1)CC(=O)N([C@H](C)CO)C[C@@H](C)[C@@H](CN(C)S(C)(=O)=O)O2 | -4.4 | -1 | 22 | 0.1 | -5 | -1.2 | nt | nt
O=C(C[C@H]1C[C@H]2c3cc(NS(=O)(=O)c4ccc(F)cc4)ccc3O[C@H]2[C@H](CO)O1)NCc1ccccc1 | -0.5 | -1 | -17 | 0.5 | -10 | -0.3 | 9 | -2
C[C@H]1CN([C@@H](C)CO)C(=O)CCCn2cc(nn2)CO[C@@H]1CN(C)C(=O)OCc1ccccc1 | 2.3 | 5&-7 | -3&5 | -0.4 | 1&-2 | 0.3&-1.4 | -1&-19 | -3&-10
CC(C)OCC(O)CN1CCN(CCN2C(=O)c3cccc4cccc(c34)C2=O)CC1 (stereo not given) | nt | 79* | 1 | 0.0 | 0 | -0.7 | 93* | -5
Cc1cc(C)c(C(=O)NCC2CCCO2)c(C)c1C(=O)NCC1CCCO1 (stereo not given) | -0.1 | -8 | 0 | 0.3 | 1 | 5.6 | -9 | 2
C=CCSc1nc(C)c(CCCC)c(=O)[nH]1 | 5.2 | nt | nt | 0.1 | 0 | 0.6 | -6 | -2

(listing goes on)
SMILES | E-sel inducer | RAD54 inh | GSIS activator | Xi reactivation | DENV2 CPE rescue | F508del corr | RAD52 anneal inh | Casp6 inh
O=C(Nc1nc2ccccc2[nH]1)c1cccc(F)c1 | nt | -10 | 16 | 0.4 | -6 | 0.2 | -1 | -3
c1ccc2c(-c3ccc(OCCN4CCCCC4)cc3)c(-c3ccsc3)sc2c1 | 0.4 | 2 | -14 | 0.0 | -11 | 0.7 | -6 | -5
CCN1[C@@H]2Cn3c(ccc(-c4cccc(F)c4)c3=O)[C@H]1[C@@H](C(=O)N(C)C)[C@@H]2CO | 0.2 | 0 | -7 | -0.1 | 15 | -0.1 | 5 | -3
CC1(C)Oc2ccc3ccc(=O)oc3c2[C@@H](O)[C@H]1O | 0.0 | -4 | nt | 0.0 | 15 | -1.9 | 2 | 2
O=C(N[C@H](Cc1cc(=O)[nH]c2ccccc12)C(=O)O)c1ccc(Cl)cc1 | nt | 7 | -6 | 0.0 | 9 | 1.0 | -7 | 0
O=C(/C=C/c1ccccc1)Nc1ncn[nH]1 | nt | 4 | -28 | nt | 6 | 4.6 | -14 | 13
Cc1nn(C)c(C)c1NC(=O)c1cc2nc(-c3ccco3)cc(C(F)(F)F)n2n1 | nt | nt | 15 | 0.1 | -1 | -0.1 | -9 | 3
